proCasp7 act: counter-screen: procaspase-7 (human) activation; 330,000 tested, 0.093% active; recombinant procaspase-7, Ac-DEVD-pNA absorbance 405 nm; D23A/D198A/D206A triple mutant, cannot self-cleave; scale: DMSO 0, 5 µM enzyme 100; P55210; activation, % at 8.5 µM; AID 463210;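 active = percent activation above the screen-wide mean plus 3 SD, cut at about 25% in these data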
Target sequence (P55210 whole entry D23A/D198A/D206A): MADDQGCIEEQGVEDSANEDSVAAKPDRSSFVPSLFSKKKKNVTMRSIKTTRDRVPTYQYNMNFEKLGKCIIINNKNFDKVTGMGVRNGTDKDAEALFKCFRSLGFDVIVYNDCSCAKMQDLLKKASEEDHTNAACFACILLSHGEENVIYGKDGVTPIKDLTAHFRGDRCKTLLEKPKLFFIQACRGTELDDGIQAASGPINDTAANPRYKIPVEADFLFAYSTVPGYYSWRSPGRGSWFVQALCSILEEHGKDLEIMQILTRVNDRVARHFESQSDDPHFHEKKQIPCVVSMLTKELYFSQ
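Detection: p-Nitroaniline absorbance at 405 nm, read at 0 and 120 min; system: Uncleavable procaspase-7 mutant enzyme; evaluation: % activation from two-timepoint absorbance difference, scaled to controls; times: 1 h enzyme–compound preincubation and 2 h substrate reaction, both 25 °C; buffer or medium: Zinc-free HEPES pH 7.4 with 300 mM NaCl, 0.01% Triton X-100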
PP5 primary: PP5 (human) phosphatase inhibition | P53041 | purified PP5c, OMFP substrate fluorescence | inhibition, % at 6.7 µM | 320,000 tested, 0.18% active;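 active = inhibition above the campaign's mean inhibition across all tested compounds plus 3 SD, cut at about 9.5% in these data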;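 note: 0% = DMSO only and 100% = 100 µM cantharidin control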
CTSL1 counter: cathepsin L1 inhibition, PFM18AAP counter-screen; inhibition, % at 5.96 µM; recombinant F. hepatica cathepsin L1, Z-Leu-Arg-MCA fluorescence; 300,000 tested, 0.49% active; AID 1906;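 active = inhibition above the mean of all tested compounds plus 3 SD, set per screening campaign, cut at about 17% in these data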;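 note: 0% = plate median of test compound wells and 100% = 1 µM Z-Phe-Ala-diazomethylketone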
JMJD2C inh: blocks human GASC-1 demethylase activity; Q9H3R0; GST-JMJD2C(1-420) H3K9me3 demethylation, DELFIA europium; inhibition, % at 2.35 µM; 330,000 tested, 0.069% active;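 active = more than half of a compound's replicate wells show inhibition beyond 50%, single wells judged on their own value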;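 note: signal counts dimethyl H3K9 product captured on neutravidin plate; 0% = median of DMSO wells and 100% = 0.3 times that DMSO median; strong numbers were not always called active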
Target sequence (Q9H3R0 1-420 limits assumed): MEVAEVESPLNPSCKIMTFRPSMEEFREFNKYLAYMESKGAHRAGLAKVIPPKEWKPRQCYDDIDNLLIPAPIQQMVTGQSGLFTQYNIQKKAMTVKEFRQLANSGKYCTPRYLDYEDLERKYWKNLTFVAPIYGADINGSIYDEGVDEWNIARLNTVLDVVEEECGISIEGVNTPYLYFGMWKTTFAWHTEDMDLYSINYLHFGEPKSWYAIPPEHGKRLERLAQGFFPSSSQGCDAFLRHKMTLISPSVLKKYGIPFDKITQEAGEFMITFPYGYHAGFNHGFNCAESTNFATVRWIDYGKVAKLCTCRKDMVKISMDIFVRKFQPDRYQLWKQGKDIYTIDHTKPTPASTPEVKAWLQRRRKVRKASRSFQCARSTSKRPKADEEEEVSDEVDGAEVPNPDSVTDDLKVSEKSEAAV
proCasp3 act: activators of human procaspase-3; recombinant procaspase-3 D3A, Ac-DEVD-pNA absorbance 405 nm; P42574; AID 463141; 330,000 tested, 0.11% active; activation, % at 8.5 µM;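 active = activation above the mean of all tested compounds plus 3 SD, cut at about 21% in these data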;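 note: 0% = DMSO alone and 100% = DMSO wells spiked with extra 5 µM PC-3 D3A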
Target sequence (P42574 whole entry D9A/D28A/D175A): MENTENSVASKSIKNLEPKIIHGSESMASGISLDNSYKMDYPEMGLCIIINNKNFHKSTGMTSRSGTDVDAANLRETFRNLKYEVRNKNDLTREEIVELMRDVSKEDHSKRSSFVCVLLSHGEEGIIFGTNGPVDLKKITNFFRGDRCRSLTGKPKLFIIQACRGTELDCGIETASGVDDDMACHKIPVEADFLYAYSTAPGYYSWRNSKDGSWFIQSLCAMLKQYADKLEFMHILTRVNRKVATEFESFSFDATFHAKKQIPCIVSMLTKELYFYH
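Test system: Procaspase-3 D3A mutant, all three cleavage aspartates alanine | Dosing: Single dose, 8.5 µM nominal compound, 0.8% DMSO | Schedule: 1 h preincubation, 2 h reaction | Technique: 405 nm absorbance of p-nitroaniline, reads at 0 and 120 min | Repeats: One well per compound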
core dimer inh: HCV core protein dimerization inhibition | TR-FRET GST/Flag-core106 dimerization, 1536-well | 300,000 tested, 0.33% active | AID 1899 | inhibition, % at 5 µM;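 active = inhibition above the mean of all tested compounds plus 3 SD, set per screening campaign, cut at about 45% in these data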
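Assay system: Tagged HCV core106 pair (GST and Flag) | Buffer or medium: KF-containing HEPES buffer, pH 7.45, DTT, CHAPS, BSA | Also added: Eu donor and XL665 acceptor anti-tag antibodies | Dosing: One concentration, 5 µM, in 0.5% DMSO | Timing: 4 h at 22.5 °C | Technique: TR-FRET 671 and 617 nm emission | Repeats: Singlicate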
PP1 counter: blocks human PP1-alpha phosphatase, a PP5 counter-screen; purified PP1alpha, OMFP fluorescence; inhibition, % at 6.7 µM; 320,000 tested, 0.9% active; AID 2235;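 active = inhibition above the mean inhibition of all tested compounds plus 3 SD, computed separately for each screening campaign, cut at about 15% in these data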
TPT1 inh: C. albicans TPT1 enzyme inhibition. recombinant caTPT1, FP RNA substrate dephosphorylation. inhibition, % at 5 µM. 300,000 tested, 0.81% active. AID 1962;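 active = inhibition above the mean of all tested compounds plus 3 SD, set per screening campaign, cut at about 24% in these data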;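 note: plate controls were DMSO alone for no effect and ferristatin control at 100 nM for full effect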
Efflux pump mplx: blocks antifungal efflux pumps in multiplex yeast assay | inhibition, % at 10 µM | 330,000 tested, 0.44% active | S. cerevisiae Candida pump triplex, Nile Red efflux | AID 485275;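 active = plate passing quality check with inhibition over a set limit, or well fluorescence over plate mean plus 4 SD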;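 note: Nile Red retained in pooled yeast measured as flow cytometry median fluorescence; 0% = buffer negative control and 100% = Enniatin B positive control; higher means more Nile Red kept so more efflux inhibition; some compounds called inactive have numbers as strong as hits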
* hit, by the source's call.

For O=S(=O)(c1ccc(N2CCC(c3ccc(Cl)cc3)=N2)cc1)N(CCO)CCO the results were proCasp7 act 5, PP5 primary 4.3, CTSL1 counter 14, JMJD2C inh 1, proCasp3 act 6, core dimer inh -18, PP1 counter 2, TPT1 inh -1 and Efflux pump mplx 0.2.
Screening CCC(C)Nc1nc(OCC(F)(F)F)nc(OCC(F)(F)F)n1 (stereo not given) returned proCasp7 act 5, PP5 primary -0.1, CTSL1 counter -2, JMJD2C inh 0, proCasp3 act -1, core dimer inh -6, PP1 counter -3, TPT1 inh 8 and Efflux pump mplx 0.1.
`O=C(NC1CCCCC1)c1ccc(-c2ccc(Cl)cc2)o1` gave proCasp7 act 1, PP5 primary 0.4, CTSL1 counter 4, JMJD2C inh -8, proCasp3 act -3, core dimer inh -5, PP1 counter -3, TPT1 inh -1 and Efflux pump mplx -0.1.
For CC(=O)Nc1ccc(N2Cc3ccccc3C2)cc1 the results were proCasp7 act 0, PP5 primary -5.9, CTSL1 counter -3, JMJD2C inh 3, proCasp3 act 0, core dimer inh -7, PP1 counter 1, TPT1 inh 5 and Efflux pump mplx 0.0.
`COc1ccccc1OCc1ccc(C(=O)NCc2cccnc2)o1` gave proCasp7 act -7, PP5 primary 0.8, CTSL1 counter 1, JMJD2C inh 1, proCasp3 act 7, core dimer inh 3, PP1 counter -2, TPT1 inh -8 and Efflux pump mplx -0.2.
Screening CC12CCC(=O)N1C(C(=O)Nc1ccc(Cl)c(Cl)c1)CS2 (stereo not given) returned proCasp7 act 3, PP5 primary -1.8, CTSL1 counter -3, JMJD2C inh 1, proCasp3 act 4, core dimer inh 1, PP1 counter -2, TPT1 inh 0 and Efflux pump mplx -0.1.
For CCc1ccc2[nH]c(=O)c(CN(CCCO)C(=O)NCc3ccccc3)cc2c1 the results were proCasp7 act 6, PP5 primary 5.2, CTSL1 counter 0, JMJD2C inh 5, proCasp3 act 3, core dimer inh -1, PP1 counter 6, TPT1 inh 8 and Efflux pump mplx -0.1.
For O=C(N/N=C/c1ccco1)c1cc(-c2ccccc2)nc2ccccc12 the results were proCasp7 act 7, PP5 primary -2.0, CTSL1 counter 3, JMJD2C inh 37, proCasp3 act 14, core dimer inh 2, PP1 counter 1, TPT1 inh -3 and Efflux pump mplx -0.1.
`COc1ccc(C2C3=C(CCCC3=O)Nc3nc(SCc4ccccc4)nn32)cc1OC` (stereo not given) gave proCasp7 act -11, PP5 primary 2.1, CTSL1 counter 6, JMJD2C inh -12, proCasp3 act -4, core dimer inh 0, PP1 counter 2, TPT1 inh -1 and Efflux pump mplx 0.0.
O=C(O)COc1ccc(NC(=O)c2ccc3c(c2)C(=O)N(C2CCCCC2)C3=O)cc1 was read as proCasp7 act 0, PP5 primary 2.6, CTSL1 counter -1, JMJD2C inh 3, proCasp3 act -3, core dimer inh -9, PP1 counter -1, TPT1 inh -3 and Efflux pump mplx 2.6.
Screening N#CCS(=O)(=O)c1ccccc1 returned proCasp7 act -5, PP5 primary 0.6, CTSL1 counter 3, JMJD2C inh inactive, proCasp3 act -5, core dimer inh 3, PP1 counter 0, TPT1 inh 0 and Efflux pump mplx 0.0.
Screening CN1CCc2c(sc(NC(=O)c3ccco3)c2C(N)=O)C1 returned proCasp7 act -13, PP5 primary 4.7, CTSL1 counter 3, JMJD2C inh -16, proCasp3 act -3, core dimer inh -2, PP1 counter 0, TPT1 inh 10 and Efflux pump mplx -0.4.

Next part; it opens with the 3 that closed the last part.
O=C(O)COc1ccc(NC(=O)c2ccc3c(c2)C(=O)N(C2CCCCC2)C3=O)cc1 was read as proCasp7 act 0, PP5 primary 2.6, CTSL1 counter -1, JMJD2C inh 3, proCasp3 act -3, core dimer inh -9, PP1 counter -1, TPT1 inh -3 and Efflux pump mplx 2.6.
Screening N#CCS(=O)(=O)c1ccccc1 returned proCasp7 act -5, PP5 primary 0.6, CTSL1 counter 3, JMJD2C inh inactive, proCasp3 act -5, core dimer inh 3, PP1 counter 0, TPT1 inh 0 and Efflux pump mplx 0.0.
Screening CN1CCc2c(sc(NC(=O)c3ccco3)c2C(N)=O)C1 returned proCasp7 act -13, PP5 primary 4.7, CTSL1 counter 3, JMJD2C inh -16, proCasp3 act -3, core dimer inh -2, PP1 counter 0, TPT1 inh 10 and Efflux pump mplx -0.4.
Cc1ccc(C(=O)C(C(=O)/C=C/c2ccccc2)=C2SCCCS2)cc1 was read as proCasp7 act -12, PP5 primary 1.0, CTSL1 counter 5, JMJD2C inh -5, proCasp3 act -4, core dimer inh 2, PP1 counter 8, TPT1 inh -4 and Efflux pump mplx -0.2.
Screening O=C(CN1N=C(c2ccc(Cl)cc2)CCC1=O)NCc1cccnc1 returned proCasp7 act 3, PP5 primary -1.6, CTSL1 counter -1, JMJD2C inh 24, proCasp3 act -5, core dimer inh 2, PP1 counter 2, TPT1 inh -2 and Efflux pump mplx 0.0.
For COC(=O)c1c(NC(=O)c2cccc([N+](=O)[O-])c2)sc(C(N)=O)c1C the results were proCasp7 act -3, PP5 primary 2.1, CTSL1 counter 1, JMJD2C inh 0, proCasp3 act 2, core dimer inh 16, PP1 counter -3, TPT1 inh 7 and Efflux pump mplx -0.1.
Screening CCn1c(SCC(N)=O)nc2ccccc2c1=O returned proCasp7 act -2, PP5 primary 2.2, CTSL1 counter -4, JMJD2C inh 3, proCasp3 act 4, core dimer inh 0, PP1 counter -1, TPT1 inh 1 and Efflux pump mplx 0.3.
Screening CC(C)Cn1c(CCC(=O)O)ccc1-c1cccs1 returned proCasp7 act -2, PP5 primary -0.9, CTSL1 counter -3, JMJD2C inh 3, proCasp3 act -8, core dimer inh -6, PP1 counter 0, TPT1 inh -1 and Efflux pump mplx 0.0.
`CCCCOC(=S)NC(=O)c1sc2ccccc2c1Cl` gave proCasp7 act -9, PP5 primary -3.0, CTSL1 counter 5, JMJD2C inh -6, proCasp3 act -8, core dimer inh 2, PP1 counter 0, TPT1 inh 0 and Efflux pump mplx -0.5.
For CCOC(=O)NC(=O)CSc1nc2ccc([N+](=O)[O-])cc2[nH]1 the results were proCasp7 act 4, PP5 primary 1.5, CTSL1 counter 4, JMJD2C inh 2, proCasp3 act 4, core dimer inh -12, PP1 counter 0, TPT1 inh -2 and Efflux pump mplx 0.0.
`CC/C(=N\Nc1ccccc1[N+](=O)[O-])c1ccc(O)cc1` gave proCasp7 act 1, PP5 primary 4.3, CTSL1 counter 1, JMJD2C inh -9, proCasp3 act -2, core dimer inh -10, PP1 counter 0, TPT1 inh -5 and Efflux pump mplx 0.0.
Cn1ccnc1/C(=N\NC(=O)c1ccc(O)cc1)c1cccc([N+](=O)[O-])c1 was read as proCasp7 act 3, PP5 primary 2.6, CTSL1 counter 4, JMJD2C inh -11, proCasp3 act 0, core dimer inh 3, PP1 counter -2, TPT1 inh 0 and Efflux pump mplx 0.0.
For Cc1ccccc1OCC(=O)Nc1ccc(S(=O)(=O)Nc2onc(C)c2C)cc1 the results were proCasp7 act 1, PP5 primary 0.5, CTSL1 counter 3, JMJD2C inh 9, proCasp3 act -7, core dimer inh -4, PP1 counter 0, TPT1 inh 4 and Efflux pump mplx -0.1.
N=c1c2c3c(sc2nc2n1CCCCC2)CCCCC3 was read as proCasp7 act 5, PP5 primary 3.4, CTSL1 counter -2, JMJD2C inh -4, proCasp3 act 9, core dimer inh -9, PP1 counter -3, TPT1 inh 0 and Efflux pump mplx 0.0.
Cc1nn(C(C)C(=O)NCC2CCCO2)c(C)c1[N+](=O)[O-] (stereo not given) was read as proCasp7 act 4, PP5 primary 0.8, CTSL1 counter -1, JMJD2C inh 4, proCasp3 act 9, core dimer inh -4, PP1 counter -2, TPT1 inh -2 and Efflux pump mplx -0.1.
For COC(=O)C1C(=O)C2=C(CC1C)NC(C)=C(C(=O)OC1CCCCC1)C2c1ccc(N(C)C)cc1 (stereo not given) the results were proCasp7 act -8, PP5 primary 3.9, CTSL1 counter 7, JMJD2C inh -11, proCasp3 act 4, core dimer inh 14, PP1 counter 2, TPT1 inh -1 and Efflux pump mplx 0.0.
`Cc1ccc(S(=O)(=O)N2CCN(C(=O)COC(=O)/C=C/c3ccc([N+](=O)[O-])cc3)CC2)c(C)c1` gave proCasp7 act 7, JMJD2C inh 8, proCasp3 act 10 and Efflux pump mplx 0.3.
For Nc1nc2ccccc2n1CCOc1ccccc1Cl the results were proCasp7 act 1, PP5 primary 0.0, CTSL1 counter -2, JMJD2C inh -4, proCasp3 act 7, core dimer inh -8, PP1 counter 0, TPT1 inh -4 and Efflux pump mplx -0.3.
O=C(NCCCN1CCOCC1)c1ccc2c(=O)n(CCc3ccccc3)c(=O)[nH]c2c1 was read as proCasp7 act 1, PP5 primary -0.6, CTSL1 counter -3, JMJD2C inh -8, proCasp3 act 8, core dimer inh 0, PP1 counter -3, TPT1 inh -2 and Efflux pump mplx -0.2.
`CCCCN(CCCNC(=O)c1ccc2nc(N3CCOCC3)sc2c1)Cc1ccccc1` gave proCasp7 act 0, PP5 primary 0.4, CTSL1 counter 4, JMJD2C inh 4, proCasp3 act 0, core dimer inh -2, PP1 counter -2, TPT1 inh 3 and Efflux pump mplx 0.2.
For CN(CC(=O)NCCc1ccccc1)S(=O)(=O)c1ccc(Br)s1 the results were proCasp7 act 2, PP5 primary 0.6, CTSL1 counter 6, JMJD2C inh 8, proCasp3 act -2, core dimer inh -5, PP1 counter 1, TPT1 inh -2 and Efflux pump mplx 0.3.
Screening Nn1c(CSc2nc3ccccc3o2)nnc1CSc1nc2ccccc2o1 returned proCasp7 act 9, PP5 primary 0.8, CTSL1 counter 2, JMJD2C inh -3, proCasp3 act -13, core dimer inh 6, PP1 counter 1, TPT1 inh -2 and Efflux pump mplx 0.0.
For COc1cc(Cl)c(C)cc1NC(C)C(=O)Nc1cc(C(F)(F)F)ccc1N1CCOCC1 (stereo not given) the results were proCasp7 act 5, PP5 primary -0.9, CTSL1 counter 3, JMJD2C inh -3, proCasp3 act -3, core dimer inh 0, PP1 counter -2, TPT1 inh 1 and Efflux pump mplx -0.3.
`C/C(=N\N=c1/sc2ccccc2n1C)c1ccccn1` gave proCasp7 act -4, PP5 primary 2.0, CTSL1 counter 0, JMJD2C inh 44, proCasp3 act 12, core dimer inh 11, PP1 counter -5, TPT1 inh 0 and Efflux pump mplx 0.1.
`Cc1nc2ccccc2c2oc(C(=O)NCc3ccccn3)cc12` gave proCasp7 act -10, PP5 primary -0.6, CTSL1 counter -6, JMJD2C inh 2, proCasp3 act 11, core dimer inh 2, PP1 counter -2, TPT1 inh 0 and Efflux pump mplx -0.1.

High-throughput results deposited in PubChem by several laboratories.
